TRHR ag: agonists of human TRH receptor; TRHR cells, calcium flux fluo-8, FDSS agonist mode; activation, % at 2 µM; hit rate 0.18% among 360,000; in the data active = activation above about 30%; note: 0% is about no effect
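TRHR-expressing cells loaded with fluo-8 calcium dye; 23 nL library compound pin-transferred, kinetic FDSS fluorescence (Ex 480/Em 530) recorded about 180 s for agonist-induced calcium release, before a 10 nM TRH EC20 addition for potentiator mode.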
USP1 inh: USP1/UAF1 (human) deubiquitinase inhibition. O94782. Potency, µM (titrated, usually from 57.1 µM), inactives show top-dose activity change, negative = inhibition, most hits filed as inhibitors. recombinant USP1/UAF1, Ub-Rhodamine cleavage fluorescence. hit rate 0.23% among 390,000; note: potency is the fitted concentration of half-maximal effect; % is set by controls: 0 for no effect and ±100 for the full control effect; nearly all actives have a fitted effect of over 60% in size; inactives centre near -12
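High-throughput fluorogenic screen: 1nM USP1/UAF1 complex, Ub-Rho substrate 150nM final, 50mM HEPES pH 7.8 with 0.5mM EDTA, 0.1 mg/ml BSA, 1mM TCEP and 0.01% Tween-20.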
D2 agonist: agonists of human D2 dopamine receptor | HEK293 T-REx D2 cells, calcium flux agonist mode | activation, % at 2 µM | hit rate 0.53% among 340,000 | AID 485358 | P14416;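 active = activation over 3 SD above normal in the single-dose calcium agonist read, cut at about 30% in these data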; note: 0% is about no effect
Target sequence (P14416 whole entry, looked up): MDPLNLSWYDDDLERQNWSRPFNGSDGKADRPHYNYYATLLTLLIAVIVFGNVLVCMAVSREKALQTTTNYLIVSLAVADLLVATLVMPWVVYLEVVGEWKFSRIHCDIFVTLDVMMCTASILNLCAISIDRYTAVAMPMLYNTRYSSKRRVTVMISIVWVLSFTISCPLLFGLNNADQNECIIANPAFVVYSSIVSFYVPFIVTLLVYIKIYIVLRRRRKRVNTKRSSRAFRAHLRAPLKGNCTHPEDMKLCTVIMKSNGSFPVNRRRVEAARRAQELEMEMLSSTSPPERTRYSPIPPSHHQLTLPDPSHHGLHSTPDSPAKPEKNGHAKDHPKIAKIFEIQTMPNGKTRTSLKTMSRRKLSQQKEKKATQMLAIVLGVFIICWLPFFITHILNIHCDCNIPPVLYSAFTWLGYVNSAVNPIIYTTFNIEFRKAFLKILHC
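Tetracycline-induced HEK293 Trex cells with D2 receptor force-coupled to calcium signaling, plated overnight at 30 C and loaded with no-wash calcium dye. Calcium flux read kinetically for 180 s after compound addition; responses flag agonists.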
TrxR1 inh: blocks rat thioredoxin reductase 1 | O89049 | recombinant rTrxR1, NADPH fluorescence consumption, selenite substrate | Potency, µM (titrated, usually from 114 µM), without a hit: at the highest dose activity change, negative = inhibition, actives largely listed as inhibitors | hit rate 1% among 390,000; note: potency is the fitted concentration of half-maximal effect; % is set by controls: 0 for no effect and ±100 for the full control effect; nearly all actives have a fitted effect of over 65% in size
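Rat TrxR1 (90 nM in the dispensed reagent) was pre-reduced with 400 uM NADPH for 5 min at room temperature, then incubated with compound for 15 min. After 400 uM selenite was added, NADPH fluorescence (Ex 340/Em 450 nm) was followed for 8 min.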
Pin1 inhibitor: blocks the human prolyl isomerase Pin1 | Q13526 | Pin1 FP peptide displacement, HiFluor488, 10 min | Potency, µM (highest dose often 115 µM), for inactives: at the top dose activity, negative = inhibition, hits mostly inhibitors | hit rate 0.009% among 390,000 | AID 504891; active = well fitted inhibition curve with a large enough effect in the polarisation, with a control signal flat, not every such curve was filed as active; inconclusive = small, poorly fitted or top-dose-only effect, or effect the other way, or a change in a side signal; inactive = no such curve, though single readings can be large or run the other way; the % refers to the polarisation; note: potency is the fitted concentration of half-maximal effect; % is set by controls: 0 for no effect and ±100 for the full control effect
Target sequence (Q13526 whole entry, looked up): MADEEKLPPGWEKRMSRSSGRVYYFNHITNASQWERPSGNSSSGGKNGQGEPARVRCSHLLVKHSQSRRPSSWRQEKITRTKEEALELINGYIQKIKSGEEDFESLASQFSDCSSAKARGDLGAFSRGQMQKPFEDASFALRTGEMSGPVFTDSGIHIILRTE
TRHR enhancer: allosterically enhances the human TRH receptor. hit rate 0.66% among 360,000. TRHR cells, fluo-8 calcium fluorescence, EC20 TRH enhancement. P34981. enhancement, % at 2 µM. AID 493056; in the data active = enhancement above about 30%; note: 0% is about no effect
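TRHR-expressing cells loaded with fluo-8 calcium dye were read kinetically (ex 480/em 530) during compound addition, then stimulated with an EC20 of TRH (10 nM final). Enhancement of the Gq-mediated intracellular calcium response was scored.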
TrxR1 substrate: is turned over as a substrate by rat TrxR1 | O89049 | purified TrxR1 substrate turnover, NADPH consumption readout | Potency, µM (titrated, usually from 114 µM), inactives show at the top dose activity change, negative = substrate turnover | hit rate 0.01% among 390,000 | AID 588456; note: potency is the fitted concentration of half-maximal effect; % is set by controls: 0 for no effect and ±100 for the full control effect; nearly all actives have a fitted effect of over 50% in size
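Rat TrxR1, dispensed at 90 nM, was prereduced with 400 uM NADPH (final) for 5 min at ~22 deg C, then incubated with compound 15 min before 400 uM selenite. A first-read NADPH fluorescence drop versus no-compound background flagged substrates.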
D2 antagonist: D2 dopamine receptor (human) antagonism | P14416 | hit rate 2% among 340,000 | inhibition, % at 10 µM | AID 485344 | HEK293 TREx D2 cells, calcium flux, dopamine EC80; in the data active = inhibition above about 30%; note: 0% is about no effect
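Calcium flux kinetic readout in an inducible HEK293 TREx D2 line plated overnight at 30 C. After 180 s compound exposure, an EC80 dopamine challenge follows with another 180 s kinetic read to detect antagonism.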
mIDH1 inhibitor: human IDH1 R132H inhibition; IDH1-R132H enzyme, NADPH consumption, diaphorase/resazurin fluorescence; O75874; hit rate 0.093% among 390,000; Potency, µM (top dose mostly 76.6 µM), inactives show top-dose activity change, negative = inhibition, usual class: inhibitors; note: potency is the fitted concentration of half-maximal effect; % is set by controls: 0 for no effect and ±100 for the full control effect; nearly all actives have a fitted effect of over 65% in size
Target sequence (O75874 whole entry R132H, stated change not applied): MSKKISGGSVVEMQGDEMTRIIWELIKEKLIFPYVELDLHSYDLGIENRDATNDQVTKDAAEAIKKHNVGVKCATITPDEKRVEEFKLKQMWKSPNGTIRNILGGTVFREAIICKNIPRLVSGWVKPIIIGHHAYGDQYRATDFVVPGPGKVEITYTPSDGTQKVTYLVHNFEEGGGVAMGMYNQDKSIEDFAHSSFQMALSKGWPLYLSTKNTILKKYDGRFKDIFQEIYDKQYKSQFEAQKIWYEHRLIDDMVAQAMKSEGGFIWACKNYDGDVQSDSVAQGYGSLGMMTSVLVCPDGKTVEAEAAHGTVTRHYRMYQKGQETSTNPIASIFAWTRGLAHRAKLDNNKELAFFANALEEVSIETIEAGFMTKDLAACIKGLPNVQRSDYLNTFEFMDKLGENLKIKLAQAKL
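IDH1-R132H (0.5 ug/mL dispensed) in pH 7.5 Tris buffer was preincubated 30 min with compound, then given a substrate mix of 0.016 mM NADPH and 2 mM alpha-KG for 80 min at room temperature; remaining NADPH was read by diaphorase/resazurin fluorescence.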
* marks the source's active call; other numbers are inactive results; ? = inconclusive; . = not tested or not shown; [ ] = dose if it differs, or a comment. Unless noted, calls come from the whole dose curve; as a rule, active = well fitted inhibition curve with a large enough effect; inconclusive = small, poorly fitted or top-dose-only effect; inactive = no such curve, though single readings can be large or run the other way. The list is partial. The share of hits here may be higher or lower than overall.

A first look, two compounds:
Molecule,TRHR ag,USP1 inh,D2 agonist,TrxR1 inh,Pin1 inhibitor,TRHR enhancer,TrxR1 substrate,D2 antagonist,mIDH1 inhibitor
COc1ccc(C(=O)NC(=S)Nc2cccc(S(=O)(=O)N3CCOCC3)c2)cc1,0.1,-15.0%,2.1,?,5.3%,-9.4,6.1%[57.1 µM],2.9,-0.8%
CCN(CC)S(=O)(=O)c1cccc(C(=O)NCCc2ccccc2)c1,.,4.1%,.,22.8%,-1.3%,.,2.0%,.,4.7%

The list itself, repeating the preview:
Molecule,TRHR ag,USP1 inh,D2 agonist,TrxR1 inh,Pin1 inhibitor,TRHR enhancer,TrxR1 substrate,D2 antagonist,mIDH1 inhibitor
COc1ccc(C(=O)NC(=S)Nc2cccc(S(=O)(=O)N3CCOCC3)c2)cc1,0.1,-15.0%,2.1,?,5.3%,-9.4,6.1%[57.1 µM],2.9,-0.8%
CCN(CC)S(=O)(=O)c1cccc(C(=O)NCCc2ccccc2)c1,.,4.1%,.,22.8%,-1.3%,.,2.0%,.,4.7%
Cc1cccc(N(C(=O)c2csnn2)C(C(=O)NCc2ccccc2)c2ccc(C)o2)c1 (configuration not stated),0.8,-25.2%,1.9,14.3%,-1.0%,-4.4,2.7%,-7.0,-9.3%
Cc1cccc(-c2nc(C)c(CCNC(=O)c3cccs3)s2)c1,-0.4,-9.9%,0.4,16.8%[57.1 µM],-1.1%,-3.7,7.6%[57.1 µM],.,-1.5%
O=C1NC[C@H](Cc2ccccc2)N(CCc2cccc(F)c2)C1=O,0.5,-9.7%,0.5,-4.6%[57.1 µM],-7.7%,-4.3,5.4%[57.1 µM],-0.7,-3.7%
O=C(Nc1ccccc1)Nc1ccc2ncoc2c1,0.1,-3.5%,0.2,18.9%[57.1 µM],-3.2%,-3.3,2.7%[57.1 µM],-2.7,12.7%
CCO[C@H]1OC(C(N)=O)=C[C@@H](c2csc3ccccc23)[C@@H]1CCCO,-0.3,1.5%,0.0,11.4%,2.3%,5.3,0.4%,18.7,-6.7%
O=C(CN1CCOCC1)Nc1ccc(Cl)cn1,0.1,1.5%,-0.1,11.0%,4.2%,-7.2,3.3%,-4.6,-12.0%
Cc1nc2c(C(=O)NCCc3ccccc3)c[nH]n2c(=O)c1Cl,-0.2,-14.3%,-0.7,19.1%,-10.2%,2.0,16.6%,-8.3,14.3%
COc1ccc([N+](=O)[O-])cc1NC(=O)c1ccc(N(Cc2ccccc2C)S(C)(=O)=O)cc1,1.2,-6.8%,1.6,15.6%[57.1 µM],11.8%,4.8,-10.2%[57.1 µM],-0.5,3.5%
COc1ccc(-c2[nH]c(-c3ccccc3)nc2SCC(=O)NCc2ccco2)cc1OC,-0.1,-24.5%,-1.9,13.4%[57.1 µM],-2.2%,-7.5,11.0%[57.1 µM],1.2,0.8%
CC1CC(C)(C)NC(=S)N1CCC(=O)NCCc1ccc(Cl)cc1 (configuration not stated),0.2,1.9%,-2.4,22.8%[57.1 µM],0.1%,1.2,13.9%[57.1 µM],34.7*,0.0%
Nc1nc(N)c(S(=O)(=O)c2ccccc2)c(Nc2ccc(Br)cc2)n1,1.7,-24.4%,.,34.5%[11.4 µM],11.2%,18.3,-3.4%,.,-10.6%
CCOC(=O)C1=C(C)NC(=O)NC1c1ccc(OC)c(CN2CCOCC2)c1 (configuration not stated),1.3,-7.1%,0.1,14.0%[57.1 µM],0.1%,4.5,6.5%[57.1 µM],-14.2,4.0%
CCc1ccc(-n2nc3ccc(NC(=O)c4cc5ccccc5o4)cc3n2)cc1,0.1,-6.1%,2.1,2.9%,-0.7%,7.4,15.6%,.,6.2%
COc1cccc2cc(C(=O)C3=C(O)C(=O)N(CCN4CCOCC4)C3c3cccs3)oc12 (configuration not stated),0.1,-5.7%,-0.5,?,15.1%,-2.4,1.5%,-1.5,1.6%
COc1ccc(Cl)cc1NC(=O)CN(C)S(=O)(=O)c1ccc(Br)s1,0.2,-21.0%,0.7,-16.7%,2.3%,10.1,-16.7%,.,5.3%
CC(C)NC(=O)CCn1ccc2cc(S(=O)(=O)N3CCCC3)ccc21,-0.2,-18.9%,0.2,15.0%,0.3%,6.7,6.8%,-10.3,-13.7%
COc1ccccc1C(=O)NNC(=O)c1ccncc1,0.6,-24.3%,.,23.6%,-1.3%,0.6,1.5%,.,-0.5%
O=C/C(=C\Nc1ccc(S(=O)(=O)CCO)cc1)c1nc2cc(Cl)ccc2o1,2.6,?,3.1,28.4%[57.1 µM],?,-2.5,-17.1%[57.1 µM],-8.4,6.1%
COCC(=O)N1CCC(Oc2ccc(C(=O)NCc3cc(C)no3)cc2)CC1,-0.4,-19.1%,0.4,17.0%,-6.9%,-3.4,3.3%,-15.0,3.2%
COc1cc(-c2noc(C)c2-c2ccc(N(C)C)nc2)cc(OC)c1OC,17.0,-25.1%,.,10.8%[57.1 µM],2.5%,-2.5,8.3%[57.1 µM],.,5.7%
CCOC(=O)c1c(C)[nH]c(C(=O)COC(=O)c2cccnc2Cl)c1C,.,-8.7%,.,8.5%,2.4%,.,-0.9%,.,4.6%
CN(c1ccccc1)S(=O)(=O)c1cccc(NC(=O)c2ccc3ncsc3c2)c1,-1.0,-22.8%,-2.6,8.7%,-9.0%,-6.4,-4.3%,-10.9,9.8%
COc1ccc(CNC(=O)COC(=O)c2ccc(Br)cc2)cc1,-1.1,1.4%,-0.7,24.9%,2.2%,-3.4,0.3%,3.8,-3.0%
O=S(=O)(NCCNc1nccc(C(F)(F)F)n1)c1ccccc1,0.2,-4.5%,-0.1,2.1%[57.1 µM],-0.7%,-9.8,6.6%[57.1 µM],-5.3,5.1%
CCN1C(=O)[C@@H]2[C@@H](c3ccc(-c4ccc(C(C)=O)cc4)c(OC)c3)N3CCCC[C@@]3(C(=O)OC)[C@@H]2C1=O,0.8,?,.,13.7%[57.1 µM],2.4%,-2.6,10.3%[57.1 µM],.,-3.9%
COC(=O)C(Cc1c[nH]c2ccccc12)NC(=O)c1cc(-c2ccc(OC)c(OC)c2)oc1C (configuration not stated),-0.2,-21.1%,-1.7,-16.8%,12.2%,-14.6,3.5%,24.5,3.2%
O=C(NN=Cc1ccc(Cl)cc1Cl)C1CC1,.,-15.9%,.,2.7%[11.4 µM],0.4%,.,12.6%[57.1 µM],.,3.1%
CC(C(=O)Nc1ncc([N+](=O)[O-])s1)N1C(=O)c2ccccc2S1(=O)=O (configuration not stated),0.7,1.7%,-0.6,-7.1%,-20.6%,1.3,-3.0%,7.2,-4.1%
Cn1c(SCC(=O)Nc2ccc3c(c2)n(C)c(=O)n3C)nnc1-c1ccncc1,0.3,-14.0%,-1.1,20.4%[57.1 µM],-2.7%,3.8,-16.2%[57.1 µM],-4.0,8.8%
c1ccc(-c2nc(-c3ccccn3)nc(-c3ccccn3)n2)nc1,0.2,-3.0%,1.5,0.6%[57.1 µM],0.9%,-6.3,-1.7%[57.1 µM],-4.7,2.7%
Cc1ccc(OCC(O)CNCc2ccc(F)cc2)cc1 (configuration not stated),-0.6,-12.0%,0.0,-0.1%,-0.8%,4.3,-0.3%,-1.5,6.7%
COc1ccc(CC(=O)Nc2ccc(OC)nc2)cc1,0.1,-10.1%,-0.8,-1.4%,-0.9%,4.2,-7.3%[57.1 µM],-7.6,2.7%
COc1ccc(-c2ccc3c(N)c(C(=O)c4cccc(OC)c4)sc3n2)cc1,5.9,-10.6%,1.2,4.3%,19.8%,2.4,-4.9%,-6.7,2.3%
C/C(=N\Nc1ccc(S(N)(=O)=O)cc1[N+](=O)[O-])c1ccccc1O,-0.7,-0.5%,-0.2,3.7%,-0.7%,5.8,-3.3%,11.9,-8.8%
CCN(CC)C(=O)c1ccccc1NC(=O)c1ccccc1,-1.6,-6.2%,-1.6,29.7%,4.2%,2.4,8.8%,-14.6,1.3%
CCc1nnc(NS(=O)(=O)c2ccccc2)s1,0.2,-26.4%,-1.9,13.6%,0.2%,5.4,4.7%,5.1,-2.3%
Cc1ccc(N/C(N)=N/c2nc3c(c(=O)[nH]2)CCCC3)c(C)c1,-0.4,5.8%,-1.1,20.8%,3.0%,0.7,7.2%,-9.5,0.0%
CC(=O)NC1C(OCCOc2ccc(Cl)cc2C)OC(CO)C(O)C1O (configuration not stated),0.9,-17.9%,0.3,16.2%,5.2%,-1.2,3.9%,0.6,0.0%
Cc1c(CC(=O)N[C@H](C(=O)O)C(C)C)c(=O)oc2cc3c(cc12)CCC(C)(C)O3,0.4,-19.4%,4.0,-19.2%,-3.4%,-6.6,480.9%[activator],-6.6,-6.7%
Cc1ccc(N2C(N)=NC(N)=NC23CCCC3)c(C)c1,0.4,-4.0%,-0.5,8.7%[57.1 µM],-4.4%,13.6,-5.0%,-5.8,4.1%
CS(=O)(=O)N(Cc1ccccc1)c1ccc(C(=O)NN=C2CCCCCC2)cc1,0.3,-8.9%,.,2.7%,3.1%,-2.6,-2.8%,.,2.0%
Clc1ccc(C[n+]2cc(-c3ccccc3)n3c2CCCCC3)c(Cl)c1,-0.1,-25.0%,2.1,37.7%,-5.1%,-4.0,9.4%,2.2,0.3%
CCc1nnc(NC(=O)CCC(=O)N2CCN(Cc3ccccc3)CC2)s1,0.4,-14.0%,1.0,4.1%,-4.7%,-5.4,8.7%,21.5,0.0%
COC(=O)C(C(=O)NCC1CCCO1)C1CCCCCC1 (configuration not stated),0.4,-21.5%,0.7,20.3%[57.1 µM],-0.9%,0.6,9.8%[57.1 µM],-6.4,-1.0%
O=C(NCc1ccc(F)c(F)c1)C1CCC(=O)N(CC2CCCCC2)C1 (configuration not stated),0.8,-3.6%,-0.2,9.9%,-2.7%,2.3,-1.9%,11.8,0.6%

Assay outcomes: PubChem BioAssay, National Center for Advancing Translational Sciences (NCATS)
